Screens as filed in PubChem.
PKA-R1A activ: activates the PKA-R1A holoenzyme complex; P00514+P68181; PKA-R1A dissociation, Cy5-IP20 fluorescence polarization; scaled: DMSO 0%, 113 µM cGMP 100%; activation, % at 11.4 µM; hit rate 0.083% among 340,000; AID 504707;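 active = percent activation above the mean of all tested compounds plus 3 SD, cut at about 19% in these data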;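 also: higher means more PKAc released from R1A so a rise in polarization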
DSG3 Ab inh: inhibitors of pemphigus antibody binding to human desmoglein-3; P32926; DSG3-coupled beads, scFv-anti-DSG3-GFP binding, flow cytometry; hits give low values; binding (percent of control), % at 10 µM; hit rate 0.48% among 310,000;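 active = binding more than 3 SD below its plate's average and above zero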;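 also: hits lower antibody fragment binding to DSG3; some compounds called inactive have numbers as strong as hits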
SUMO Mot1 rescue: blocks SUMOylation pathway, rescuing yeast Mot1-301 growth | AID 2716 | growth rescue, % at 18.8 µM | S. cerevisiae Mot1-301 growth rescue, ATP luminescence, 38.5C; percent above DMSO median, 100 means doubled | hit rate 1% among 320,000;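 active = every valid replicate shows activation above 250% relative to neutral control wells; inactive = the rest, any valid replicate at or below 250%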;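 also: OY570 slx delta 5 strain wells were the positive control but not used for scaling; some compounds called inactive have numbers as strong as hits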
OPRM1-OPRD1 inv: inverse agonist of human OPRM1-OPRD1 heterodimerization; P35372+P41143; cell-based MOR-DOR heterodimer luminescence, inverse agonism; inhibition, % at 9.3 µM; hit rate 0.21% among 340,000; in the data active = inhibition above about 22%, passing the limit was not always enough;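 also: 0% = cells with DMSO and 100% = wells without cells with DMSO; values of inactives mirror those of a sister screen read the other way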
Target sequence (P35372 whole entry, looked up): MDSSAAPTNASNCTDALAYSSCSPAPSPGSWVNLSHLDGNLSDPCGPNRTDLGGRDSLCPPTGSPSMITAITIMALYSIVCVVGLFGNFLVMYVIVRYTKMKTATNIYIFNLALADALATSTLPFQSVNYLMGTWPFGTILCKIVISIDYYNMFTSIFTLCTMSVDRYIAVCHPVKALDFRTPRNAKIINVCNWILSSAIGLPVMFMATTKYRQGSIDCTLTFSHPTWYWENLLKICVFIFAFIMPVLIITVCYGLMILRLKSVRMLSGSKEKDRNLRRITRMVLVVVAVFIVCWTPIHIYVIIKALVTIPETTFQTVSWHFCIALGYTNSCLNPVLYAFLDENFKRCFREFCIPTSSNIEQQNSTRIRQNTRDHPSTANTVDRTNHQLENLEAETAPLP
Target sequence (P41143 whole entry, looked up): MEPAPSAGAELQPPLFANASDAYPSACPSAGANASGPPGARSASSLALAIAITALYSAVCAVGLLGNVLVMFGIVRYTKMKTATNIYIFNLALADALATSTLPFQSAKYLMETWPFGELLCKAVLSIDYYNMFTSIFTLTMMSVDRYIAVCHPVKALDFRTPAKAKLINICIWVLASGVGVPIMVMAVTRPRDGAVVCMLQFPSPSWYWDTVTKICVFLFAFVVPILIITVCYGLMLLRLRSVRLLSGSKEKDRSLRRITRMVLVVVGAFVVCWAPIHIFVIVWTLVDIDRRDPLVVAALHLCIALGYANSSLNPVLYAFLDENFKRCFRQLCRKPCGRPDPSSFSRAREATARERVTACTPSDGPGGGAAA
AddAB inh: less growth of phage-infected E. coli with AddAB | E. coli expressing H. pylori AddAB, absorbance growth | inhibition, % at 11.9 µM | hit rate 0.29% among 330,000 | AID 435030; in the data active = inhibition above about 12%;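 also: 0% = vehicle wells of infected cells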
OPRM1-OPRD1 ag: agonists of human mu-delta opioid receptor heterodimerization | P35372+P41143 | cells, OPRM1-OPRD1 heterodimerization, luminescence | activation, % at 9.3 µM | hit rate 0.3% among 340,000 | AID 504326; in the data active = activation above about 18%;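 also: 0% = vehicle-treated cells and 100% = reference agonist; values of inactives mirror those of a sister screen read the other way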
phage Ecoli inh: E. coli growth loss with phage present | inhibition, % at 11.9 µM | AID 651602 | growth absorbance | hit rate 0.26% among 360,000; in the data active = inhibition above about 11%
Arrestin-AP2 inh: blocks beta-arrestin peptide binding to AP2 adaptin | AID 504490 | FITC-arrestin peptide / GST-AP2 beads, flow cytometry; AP2 beta2 appendage carries R879A mutation | hit rate 0.31% among 340,000 | inhibition, % at 10 µM;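 active = inhibition above a set limit, near 3 SD of compounds lacking own fluorescence, cut at about 54% in these data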;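 also: plate controls were DMSO wells for no effect and 5 µM unlabelled arrestin peptide for full effect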
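System: GST-tagged AP2 beta2-adaptin appendage (R879A) on 4 µm glutathione beads / Reagent: FITC-arrestin peptide, 50 nM / Detection: HyperCyt-sampled flow cytometry, FL1 channel, ex 488/em 535 nm / Timing: 12 min plus 1 h, RT / Buffer or medium: PBS plus Tween 20 (0.05%) and BSA (0.1%)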
Tat export inh: blocks Tat-dependent protein export in E. coli | hit rate 0.036% among 340,000 | E. coli MC4100 TorA-mCherry Tat export, fluorescence | inhibition, % at 10 µM;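 active = mean replicate inhibition at least 50% and at least half of replicates individually reaching 50%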;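 also: exported cargo escapes ClpAP degradation while cytoplasmic cargo is degraded and loses fluorescence; 0% = median of neutral control wells and 100% = median of NaSCN control wells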
Ecoli viability: reduces bacterial viability in AddAB counter-screen. inhibition, % at 11.9 µM. hit rate 0.27% among 330,000. E. coli V3065 growth, OD600 absorbance, 18 h;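 active = inhibition above the campaign's mean inhibition across all tested compounds plus 3 SD, cut at about 9.9% in these data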;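 also: uninfected addAB+ strain grown without phage in ampicillin broth; 0% = DMSO wells and 100% = ciprofloxacin 0.95 µg/ml wells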
PfHsp90 set2: reduces growth (ATP signal) of yeast expressing P. falciparum Hsp90 | hit rate 0.32% among 310,000 | S. cerevisiae expressing PfHsp90, BacTiter-Glo ATP, 48 h; yeast lacking PDR1 and PDR3 efflux regulators | inhibition, % at 9.4 µM | AID 504621;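 active = every replicate shows inhibition above about 80%, whatever the replicate mean, limit read from the data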;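 also: 0% = DMSO neutral controls and 100% = 20 µM radicicol positive controls; yeast relying on Plasmodium falciparum Hsp90 in place of its own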
Active calls of the source: *; · = no result given.

Values run as follows: PKA-R1A activ | DSG3 Ab inh | SUMO Mot1 rescue | OPRM1-OPRD1 inv | AddAB inh | OPRM1-OPRD1 ag | phage Ecoli inh | Arrestin-AP2 inh | Tat export inh | Ecoli viability | PfHsp90 set2
CC1(C)CC(=O)C2=C(C1)OC(N)=C([N+](=O)[O-])C2c1ccc(C#N)s1 (stereo not drawn)
  -13 | 104 | 5 | 4 | 0.4 | -0.8 | 1.6 | 15 | 4 | 0.0 | -6
Cc1ccc(C)c(-c2cc(C(=O)Nc3sc(C)c(C)c3C(N)=O)c3ccccc3n2)c1
  -3 | 94 | -5 | 2 | 0.6 | -0.5 | 2.4 | -5 | 4 | 0.6 | -7
Cc1ccc(S(=O)(=O)c2nc(Nc3nccs3)sc2Cl)cc1
  -11 | · | 17 | -5 | -2.0 | 0.8 | -1.2 | 12 | -2 | -3.2 | ·
CCOC(=O)c1c(C)sc2c1N(C(=O)CN1CCOCC1)c1cc(Cl)ccc1S2
  -11 | 99 | -36 | 4 | 2.8 | -1.0 | -0.6 | 5 | 3 | 0.3 | 15
Cn1c(NC(=O)c2ccco2)c(-c2ccccc2Cl)c(=O)c2ccccc21
  -4 | 101 | 13 | -4 | 0.2 | 0.7 | 2.5 | 11 | -5 | -1.0 | 21
COC(=O)COC(=O)CC(CC(N)=O)c1ccccc1 (stereo not drawn)
  0 | 92 | -10 | 6 | 1.6 | -1.1 | 1.0 | 0 | 3 | 1.0 | -28
O=C(NNC(=O)c1ccc2ccccc2c1O)NC1CCCCC1
  -14 | 108 | -4 | 2 | · | -0.6 | 6.6 | 11 | 7 | · | -3
CCOC(=O)/C(C#N)=C1/C=CN(Cc2ccccc2)C=N1
  6 | 99 | -12 | 11 | 1.6 | -2.2 | 2.4 | 0 | -7 | -0.2 | ·
CN(c1ccccc1C(=O)Nc1cccc(Cl)c1Cl)S(C)(=O)=O
  3 | 103 | -4 | 11 | 5.3 | -2.2 | 2.2 | 10 | -5 | 1.8 | ·
COc1ccccc1C(=O)Nc1ccc(C)c(S(=O)(=O)N2CCCCC2)c1
  -1 | 99 | · | -6 | · | 1.0 | 0.1 | 2 | 9 | · | 6
Cc1cccc(Nc2nc3c(S(=O)(=O)c4ccccc4)nnn3c3ccccc23)c1C
  -4 | 100 | 0 | 3 | 1.1 | -0.6 | 3.1 | -4 | 1 | -0.1 | -22
O=C(Nc1cccc(Cl)c1N1CCCC1)c1cc2ccccc2o1
  -16 | · | -14 | -2 | 2.2 | 0.4 | -1.9 | -4 | -1 | -0.6 | 11
CCCN(C(=O)c1cc(S(=O)(=O)N2CCCCC2)ccc1Cl)C1CCS(=O)(=O)C1 (stereo not drawn)
  2 | 91 | -6 | -7 | 2.5 | 1.4 | 1.9 | 1 | 27 | -1.0 | -6
CN(C)CCCOC(=O)N1c2ccccc2C=Cc2ccccc21
  7 | 92 | 343 | 10 | -1.0 | -2.1 | 1.5 | 1 | 1 | -0.8 | 16
Cc1cc(=O)[nH]c(SCC(=O)Nc2nc3c(s2)CCCC3)n1
  -2 | · | 49 | 11 | 0.9 | -2.1 | 2.4 | 9 | -5 | -1.2 | 19

Values run as follows: PKA-R1A activ | DSG3 Ab inh | SUMO Mot1 rescue | OPRM1-OPRD1 inv | AddAB inh | OPRM1-OPRD1 ag | phage Ecoli inh | Arrestin-AP2 inh | Tat export inh | Ecoli viability | PfHsp90 set2
Cc1nc(SCC(=O)N2CCCCCC2)[nH]c(=O)c1C
  -17 | 105 | 80 | 20 | -0.8 | -3.0 | 0.2 | -12 | -4 | -1.8 | 5
N#Cc1cnn(-c2cccc(Cl)c2)c1-n1cccc1
  1 | 104 | -18 | 2 | 3.4 | -0.3 | 0.8 | 8 | 5 | 0.2 | -1
N#C/C(=C\c1cn(CC(=O)O)c2ccccc12)C(=O)NCc1ccccc1
  -10 | 118 | -3 | 8 | 2.1 | -1.7 | 2.1 | 2 | 1 | -0.1 | 9
COC(=O)c1ccccc1NC=C1C(=O)OC2(CCCCC2)OC1=O
  13 | · | -19 | 5 | -0.8 | -0.9 | 0.8 | -1 | -2 | -3.4 | 16
Cc1cc(N2C(=O)C(O)=C(C(=O)c3ccco3)C2c2ccccc2F)no1 (stereo not drawn)
  -4 | 105 | -10 | 10 | 2.0 | -3.0 | 3.3 | -8 | -4 | 1.9 | -13
CCc1ccc2nc(N3C(=O)C(O)=C(C(=O)c4ccco4)C3c3cccs3)sc2c1 (stereo not drawn)
  -17 | 289 | · | 12 | -0.9 | -2.2 | · | 5 | 7 | -0.9 | 10
CCOC(=O)Nc1ccc2c(c1)N(C(=O)CCN(CC)CC)c1ccccc1CC2
  -2 | 102 | -1 | -20 | 2.4 | 4.1 | -0.5 | 2 | -8 | -2.3 | 10
CC1C(c2ccccc2)C(C#N)(C#N)C2(C#N)C(=O)NC1(N)C2C (stereo not drawn)
  7 | 116 | 36 | 10 | -2.4 | -2.0 | 1.7 | 2 | -9 | -4.7 | ·
COc1ccccc1C(=O)Nc1ccc(N2CCN(C(C)=O)CC2)cc1
  -4 | 80 | -14 | 15 | 1.4 | -2.4 | 2.0 | 34 | -5 | -2.5 | -1
O=S(=O)(Nc1ccc2nc(C(F)(F)F)[nH]c2c1)c1ccccc1
  3 | 118 | 4 | 1 | 1.3 | -0.1 | 1.1 | -3 | -9 | -1.6 | -9
Cc1ccc(-n2c(C)cc(/C=N/NC(=O)CC3(C)OCCO3)c2C)cc1
  10 | 113 | 1 | 4 | -1.5 | -0.7 | 2.2 | -2 | 2 | 2.1 | -31
CC(=O)NCCNC(=O)c1cccc(NS(=O)(=O)c2ccc3c(c2)OCCO3)c1
  -1 | 97 | -14 | 10 | 1.4 | -1.8 | -1.1 | -10 | -4 | 2.4 | -28
CC1CCCCC1N1CCN(C(=O)c2cccc(F)c2)CC1 (stereo not drawn)
  8 | 111 | -3 | 5 | 2.8 | -1.1 | 1.2 | 7 | -5 | 0.4 | -21
CCOc1ccc(CNC(=O)CCCN2C(=O)C(c3ccccc3)Oc3cccnc32)cc1 (stereo not drawn)
  -1 | 97 | 2 | 7 | 1.5 | -1.3 | 0.4 | -2 | 2 | -0.5 | -31
Cc1ccc(NC(=O)N/C=C/c2ccc(Cl)cc2)cc1
  8 | 108 | 248 | 7 | 0.6 | -1.8 | 2.4 | 1 | -1 | 0.0 | 8

Whole records, quoted from the list. Screens in order: PKA-R1A activ	DSG3 Ab inh	SUMO Mot1 rescue	OPRM1-OPRD1 inv	AddAB inh	OPRM1-OPRD1 ag	phage Ecoli inh	Arrestin-AP2 inh	Tat export inh	Ecoli viability	PfHsp90 set2
CC(=O)NCCNC(=O)c1cccc(NS(=O)(=O)c2ccc3c(c2)OCCO3)c1 in the list: -1	97	-14	10	1.4	-1.8	-1.1	-10	-4	2.4	-28
Cc1cc(N2C(=O)C(O)=C(C(=O)c3ccco3)C2c2ccccc2F)no1 (stereo not drawn) in the list: -4	105	-10	10	2.0	-3.0	3.3	-8	-4	1.9	-13
Cc1ccc(NC(=O)N/C=C/c2ccc(Cl)cc2)cc1 in the list: 8	108	248	7	0.6	-1.8	2.4	1	-1	0.0	8
CCc1ccc2nc(N3C(=O)C(O)=C(C(=O)c4ccco4)C3c3cccs3)sc2c1 (stereo not drawn) in the list: -17	289	·	12	-0.9	-2.2	·	5	7	-0.9	10
CC1CCCCC1N1CCN(C(=O)c2cccc(F)c2)CC1 (stereo not drawn) in the list: 8	111	-3	5	2.8	-1.1	1.2	7	-5	0.4	-21

(more compounds)
Values run as follows: PKA-R1A activ | DSG3 Ab inh | SUMO Mot1 rescue | OPRM1-OPRD1 inv | AddAB inh | OPRM1-OPRD1 ag | phage Ecoli inh | Arrestin-AP2 inh | Tat export inh | Ecoli viability | PfHsp90 set2
O=C1N/C(=N\S(=O)(=O)Cc2ccccc2)S/C1=C/c1cc([N+](=O)[O-])ccc1O
  -21 | 89 | -3 | 18 | -2.2 | -3.5 | 0.8 | -1 | -2 | -1.5 | -14
COc1ccc(CC(=O)NNS(=O)(=O)c2ccccc2[N+](=O)[O-])cc1
  2 | 109 | 12 | 16 | -0.6 | -3.1 | 1.6 | -7 | 14 | -2.5 | -2
COc1ccc(-c2cc(C(=O)NCCN3CCOCC3)c3ccccc3n2)c(OC)c1
  -1 | 119 | 481 | 26 | 1.2 | -5.7 | 2.5 | -4 | -7 | 0.9 | 10
O=C(CSc1n[nH]c(=O)n1C1CC1)Nc1ccccc1
  -5 | 112 | 209 | 15 | 2.6 | -2.9 | 0.2 | 5 | -10 | 0.8 | -21
CCCC(=O)N(CCN(C(=O)CCC)c1ccccc1)c1ccccc1
  -1 | 95 | -13 | 21 | 0.2 | -4.0 | 1.2 | 2 | 0 | -1.2 | ·
CSc1ccc(C2CC(=O)Nc3c2c(=O)n(C)c(=O)n3C)cc1 (stereo not drawn)
  -3 | 96 | -11 | -3 | 0.5 | 0.5 | 1.4 | 25 | 3 | 1.2 | -11
CCOc1ncccc1C(=O)OCC(=O)NC1CCCCCC1
  3 | 101 | · | 16 | · | -2.5 | 1.9 | -4 | 1 | · | ·
c1ccc2c(c1)CCc1snnc1-2
  -2 | 96 | -17 | 14 | 0.5 | -3.1 | 0.5 | 2 | -7 | 1.3 | 2
CC(C)c1ccc(NC2=CC(=O)CC(C)(C)C2)cc1
  -17 | 108 | -4 | 16 | -0.9 | -3.7 | 1.6 | 47 | -4 | -2.4 | -18

Exported with each value named: 2 of the compounds above
CCCC(=O)N(CCN(C(=O)CCC)c1ccccc1)c1ccccc1
  PKA-R1A activ: -1	DSG3 Ab inh: 95	SUMO Mot1 rescue: -13	OPRM1-OPRD1 inv: 21	AddAB inh: 0.2	OPRM1-OPRD1 ag: -4.0	phage Ecoli inh: 1.2	Arrestin-AP2 inh: 2	Tat export inh: 0	Ecoli viability: -1.2	PfHsp90 set2: ·

COc1ccc(CC(=O)NNS(=O)(=O)c2ccccc2[N+](=O)[O-])cc1
  PKA-R1A activ: 2	DSG3 Ab inh: 109	SUMO Mot1 rescue: 12	OPRM1-OPRD1 inv: 16	AddAB inh: -0.6	OPRM1-OPRD1 ag: -3.1	phage Ecoli inh: 1.6	Arrestin-AP2 inh: -7	Tat export inh: 14	Ecoli viability: -2.5	PfHsp90 set2: -2
